Cl transport mod = modulates chloride dependent transport by human KCC2. Q9H2X9. KCC2 cells, thallium flux FluoZin-2 fluorescence. B-score of Tl+ flux slope (higher = more flux/activation; lower = inhibition) at 10 µM. hit rate 2.2% among 190,000. AID 1456;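 active means thallium flux slope and its plate-corrected score both differing from the plate sample mean at a set confidence after two filtering rounds, in either direction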;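 further: slope of fluorescence scaled to starting intensity during 10 to 20 s after thallium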
thrombin 1536 = blocks human thrombin protease activity; P00734; alpha-thrombin, Boc-VPR-AMC fluorogenic substrate cleavage; hit rate 0.26% among 220,000; AID 1046; inhibition, % at 5 µM;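 active means inhibition at or above 40%; inactive means inhibition below 40%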;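 further: 0% = enzyme with no compound and 100% = wells without enzyme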
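Material: human alpha-thrombin protein; Also added: Boc-VPR-AMC substrate, 15 µM final; Timing: enzyme reaction carried out at room temperature; Signal: fluorescence, ex 355 nm, em 460 nm; Measure: % inhibition of thrombin; Controls: enzyme without compound as high, wells lacking enzyme as low.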
TNF necrop inh = inhibitors of TNF-alpha induced necroptosis in Jurkat FADD-/- cells. activation (protection from cell death), % at 10 µM. hit rate 0.068% among 220,000. Jurkat FADD-/- TNF necroptosis rescue, ATP luminescence, 24 h; 0 = TNF only, 100 = no-TNF cells;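 active means activation, meaning protection from cell death, of at least 50% relative to plate controls; inactive means activation below 50%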;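 further: necroptosis triggered by 40 ng/mL TNF-alpha added together with compound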
hK5 inh = blocks human kallikrein 5 protease activity; hit rate 0.59% among 210,000; recombinant hK5, fluorogenic AMC substrate cleavage; inhibition, % at 5 µM;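 active means inhibition of 40% or more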;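 further: 0% = enzyme controls without compound and 100% = no-enzyme blanks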
Target sequence (Q9Y337 67-293 limits assumed): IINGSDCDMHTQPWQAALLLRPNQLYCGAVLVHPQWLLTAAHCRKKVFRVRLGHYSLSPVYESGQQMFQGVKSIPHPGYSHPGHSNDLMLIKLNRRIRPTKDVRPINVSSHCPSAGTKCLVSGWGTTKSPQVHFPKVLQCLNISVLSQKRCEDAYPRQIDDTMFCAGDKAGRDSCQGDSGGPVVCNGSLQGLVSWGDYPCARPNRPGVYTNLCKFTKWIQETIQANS
FXIIa inh 1536 = blocks human coagulation factor XIIa protease activity | P00748 | purified FXIIa, Boc-QGR-AMC fluorogenic substrate, 2 h | inhibition, % at 5 µM | hit rate 0.3% among 220,000 | AID 800; in the data active means inhibition above about 40%;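 further: 0% = enzyme with no compound and 100% = blank without enzyme; many of its hits are not listed in these tables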
Target sequence (P00748 20-372 limits assumed): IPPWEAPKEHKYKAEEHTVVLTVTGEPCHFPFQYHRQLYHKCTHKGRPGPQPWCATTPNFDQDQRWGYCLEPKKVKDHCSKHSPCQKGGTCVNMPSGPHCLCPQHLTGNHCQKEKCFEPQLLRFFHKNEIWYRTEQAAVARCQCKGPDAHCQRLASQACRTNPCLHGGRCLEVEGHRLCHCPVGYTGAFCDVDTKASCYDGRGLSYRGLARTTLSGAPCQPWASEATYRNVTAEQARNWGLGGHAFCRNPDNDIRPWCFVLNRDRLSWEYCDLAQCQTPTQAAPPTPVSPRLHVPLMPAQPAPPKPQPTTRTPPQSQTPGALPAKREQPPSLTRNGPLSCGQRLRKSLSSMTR
Target sequence (P00748 373-615 limits assumed): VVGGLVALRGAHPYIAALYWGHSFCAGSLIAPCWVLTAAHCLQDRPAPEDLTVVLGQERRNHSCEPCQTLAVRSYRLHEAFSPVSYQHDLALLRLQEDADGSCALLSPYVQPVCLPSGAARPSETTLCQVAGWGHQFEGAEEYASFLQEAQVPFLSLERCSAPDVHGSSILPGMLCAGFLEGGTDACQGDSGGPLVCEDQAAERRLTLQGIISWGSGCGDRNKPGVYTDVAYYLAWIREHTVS
zVAD death inh = L929 zVAD cell death inhibition; L929 zVAD necroptosis rescue, ATP luminescence, 24 h; with zVAD 60 µM; viability rescue, % at 10 µM; hit rate 0.38% among 220,000;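 active means activation, scaled between plate controls, above about 75%, limit read from the data; inactive means activation under that limit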;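 further: 0% = zVAD with DMSO and 100% = DMSO alone without zVAD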
Rad51 HR inh = Rad51 (human) homologous recombination inhibition. hRad51 DNA strand exchange, fluorescence dequenching. inhibition, % at 10 µM. hit rate 0.085% among 200,000;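 active means inhibition above 40% at the single screening dose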;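 further: 0% = DMSO control wells and 100% = blanks with heterologous ssDNA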
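Read-out basis: percent inhibition relative to plate controls and blanks / Assay system: human Rad51 nucleoprotein filaments preassembled on unlabelled ssDNA / Timing: filaments 15 min 37 °C, then compound 30 min / Control set: per-plate controls and blanks / Technique: fluorescence dequenching at 485/520 nm / Compound: 10 µM final, single point / Also added: Fluorescein- and BHQ1-tagged 47-mer duplex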
FXIa inh 1536 = factor XIa (human) inhibition; P03951; purified FXIa, Boc-Glu-Ala-Arg-AMC fluorogenic substrate; inhibition, % at 5 µM; hit rate 0.14% among 220,000; AID 798;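 active means inhibition of at least 40%; inactive means inhibition below 40%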;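 further: fluorescence of freed AMC excited at 355 nm; 0% = enzyme without compound and 100% = no enzyme blank; many of its hits are not listed in these tables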
Hck-Nef inh = human Hck-Nef kinase inhibition | hit rate 0.68% among 220,000 | Recombinant Hck-YEEI plus Nef, Z-Lyte FRET kinase assay | AID 463187 | inhibition, % at 20 µM | P08631;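 active means Hck-Nef kinase inhibition above about 50%, limit read from the data; inactive means inhibition below that limit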;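 further: 0% = DMSO with Hck plus Nef and 100% = Hck alone without Nef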
Starred values were filed as active, the others as inactive; / = no result given. An excerpt (hit frequency here may not be typical).

| No. | canonical_smiles | Cl transport mod | thrombin 1536 | TNF necrop inh | hK5 inh | FXIIa inh 1536 | zVAD death inh | Rad51 HR inh | FXIa inh 1536 | Hck-Nef inh |
| --- | --- | --- | --- | --- | --- | --- | --- | --- | --- | --- |
| 1 | Cn1c2c(c(=O)n(C)c1=O)C(c1ccc(F)cc1)C(C#N)=C(N)O2 (stereo unspecified) | / | 0 | -0.3 | 3 | 7 | -0.3 | / | 3 | 2 |
| 2 | COc1cc(OC)cc(C(=O)NCCNC(=O)c2ccccc2)c1 | / | 0 | 0.8 | -28 | 14 | 1.2 | 0 | 1 | 0 |
| 3 | CC(C)N1CCN(Cc2cccc3nonc23)CC1CCO (stereo unspecified) | -0.12 | -10 | 0.6 | -1 | 9 | 3.1 | -10 | -4 | 24 |
| 4 | CCCCOc1cccc(OCCCC)c1C(=O)Nc1cc(C)on1 | -0.34 | -5 | 1.3 | -1 | 7 | -0.4 | -11 | -5 | 0 |
| 5 | COC(=O)c1ccc(C2C3=C(Nc4nnnn42)c2ccccc2OC3)cc1 (stereo unspecified) | / | -7 | -5.4 | 12 | 8 | 0.2 | / | 0 | 1 |
| 6 | Cc1cc(C)cc(Nc2nc3c([nH]2)c(=O)n(C)c(=O)n3C)c1 | -0.38 | -7 | 2.5 | -6 | 5 | 0.2 | 16 | -4 | 10 |
| 7 | CCOC(=O)c1c(NC(=O)CSc2nnc(-c3ccccc3)o2)sc(C(C)=O)c1C | -1.5 | 0 | -1.6 | -7 | 9 | -0.9 | -2 | 3 | -17 |
| 8 | O=C(O)C1CCN(C(=O)c2ccccc2C(=O)N2CCC(C(=O)O)CC2)CC1 | -0.006 | -2 | -1.0 | 2 | 16 | -0.1 | 0 | 5 | 2 |
| 9 | CCSc1nnc(NC(=O)C(Cc2ccccc2)n2cccc2)s1 (stereo unspecified) | / | -2 | 1.2 | -13 | 12 | 0.8 | -4 | 3 | 7 |
| 10 | Cc1ccc(NC(=O)Cn2nc(C)c3ccccc3c2=O)c(C)c1 | / | 1 | -0.4 | 3 | 9 | 1.1 | 0 | -2 | -1 |
| 11 | CNC(=O)C(C)c1ncc(C(F)(F)F)cc1Cl (stereo unspecified) | 0.63 | 4 | -0.4 | -5 | 7 | 0.3 | 27 | -5 | -4 |
| 12 | O=C(C1CCCN(S(=O)(=O)c2cccc3cccnc23)C1)N1CCc2ccccc21 (stereo unspecified) | / | -4 | -2.7 | -5 | 14 | 0.3 | -1 | 7 | 1 |

5 compounds picked at random from the list so far, as already listed:
| No. | canonical_smiles | Cl transport mod | thrombin 1536 | TNF necrop inh | hK5 inh | FXIIa inh 1536 | zVAD death inh | Rad51 HR inh | FXIa inh 1536 | Hck-Nef inh |
| --- | --- | --- | --- | --- | --- | --- | --- | --- | --- | --- |
| 7 | CCOC(=O)c1c(NC(=O)CSc2nnc(-c3ccccc3)o2)sc(C(C)=O)c1C | -1.5 | 0 | -1.6 | -7 | 9 | -0.9 | -2 | 3 | -17 |
| 9 | CCSc1nnc(NC(=O)C(Cc2ccccc2)n2cccc2)s1 (stereo unspecified) | / | -2 | 1.2 | -13 | 12 | 0.8 | -4 | 3 | 7 |
| 1 | Cn1c2c(c(=O)n(C)c1=O)C(c1ccc(F)cc1)C(C#N)=C(N)O2 (stereo unspecified) | / | 0 | -0.3 | 3 | 7 | -0.3 | / | 3 | 2 |
| 8 | O=C(O)C1CCN(C(=O)c2ccccc2C(=O)N2CCC(C(=O)O)CC2)CC1 | -0.006 | -2 | -1.0 | 2 | 16 | -0.1 | 0 | 5 | 2 |
| 11 | CNC(=O)C(C)c1ncc(C(F)(F)F)cc1Cl (stereo unspecified) | 0.63 | 4 | -0.4 | -5 | 7 | 0.3 | 27 | -5 | -4 |

Next section:
| No. | canonical_smiles | Cl transport mod | thrombin 1536 | TNF necrop inh | hK5 inh | FXIIa inh 1536 | zVAD death inh | Rad51 HR inh | FXIa inh 1536 | Hck-Nef inh |
| --- | --- | --- | --- | --- | --- | --- | --- | --- | --- | --- |
| 13 | O=C(NCCc1ccccc1)/C(=C/c1ccco1)c1ccccc1 | -0.51 | -4 | -0.9 | -5 | 5 | / | / | 2 | -13 |
| 14 | COc1cc(Cl)c(C)cc1NC(=O)CN(C)Cc1cccc(OC)c1OC | -3.6* | -2 | 2.0 | 2 | 7 | 0.7 | -10 | 4 | -2 |
| 15 | Cc1cccc(OCC(=O)NC(=S)Nc2ccccc2N2CCOCC2)c1 | 8.7* | -6 | 1.8 | -13 | 21 | -0.4 | 9 | 6 | 3 |
| 16 | CCNc1nc2ccccc2[nH]1 | / | 0 | 1.4 | -4 | -1 | 0.4 | 1 | -4 | -2 |
| 17 | O=C(O)CCc1ncc(C(F)(F)F)cc1Cl | 0.21 | -3 | 1.6 | 9 | 8 | 0.3 | 4 | -4 | -6 |
| 18 | CCCCS(=O)(=O)NC1=NCN(CC)CN1 | 1.5 | -1 | 0.2 | -3 | 10 | 0.1 | -5 | 4 | 1 |
| 19 | COc1cccc(C(=O)N2CCOCC2)c1OC | / | -8 | 1.4 | -4 | -1 | 3.1 | 7 | -6 | 13 |
| 20 | Cc1cccc(-c2nnc(SCC#N)n2-c2cccc(Cl)c2)c1 | -1.5 | 13 | -0.1 | 1 | 1 | -0.2 | -1 | 0 | 1 |
| 21 | Cc1ccc(CCC(=O)Nc2nccs2)o1 | -0.17 | -16 | -0.9 | -10 | 20 | 0.1 | 4 | 2 | 1 |
| 22 | Cc1cc(C)c(S(=O)(=O)Nc2ccc3[nH]c(=O)[nH]c3c2)c(C)c1 | -2.2 | -4 | -2.6 | 5 | 8 | 1.1 | -5 | 1 | -13 |
| 23 | Cc1ccc(-n2cnc3c(sc4nccc(N(C)C)c43)c2=O)cc1 | 0.2 | 5 | -0.5 | 6 | 22 | 0.1 | 11 | 9 | 1 |
| 24 | O=C(Nc1nnc(-c2ccccc2F)s1)Nc1ccccc1F | -1.4 | -3 | -0.6 | 0 | 9 | 41 | -108 | -3 | 21 |

(next part)
no.	canonical_smiles	Cl transport mod	thrombin 1536	TNF necrop inh	hK5 inh	FXIIa inh 1536	zVAD death inh	Rad51 HR inh	FXIa inh 1536	Hck-Nef inh
25	Cn1c(N)c(C(=O)c2ccc(F)cc2F)c(=O)n(C)c1=O	0.37	-2	-2.2	-4	15	0.4	8	9	2
26	O=C(CCCN1C(=O)c2ccccc2C1=O)NC1=NCCS1	0.84	3	1.1	-11	13	-0.6	1	-4	-5
27	O=S(Cc1ccc(Br)cc1)Cc1nnc(SCc2ccc(Cl)cc2)n1-c1ccccc1 (stereo unspecified)	/	3	-8.8	5	3	0.4	0	3	0
28	CCN(CC)CCCNC(=S)N1CCn2c(nc3ccccc32)C1	-1.6	-1	2.2	-18	0	0.4	-9	2	0
29	COC(=O)Cc1c(C)nc2nc(NCc3ccccc3OC)[nH]n2c1=O	0.45	4	-0.1	-4	20	0.1	0	6	0
30	O=C(c1ccco1)c1cc2c(ccc3ccccc32)oc1=O	0.7	-2	-0.2	3	10	0.0	-3	-1	-1
31	Cc1ccc(Cn2nnnc2CN2CCC(NC(=O)C(C)(C)C)CC2)cc1	0.67	-4	0.4	-1	8	4.4	7	-2	17
32	O=C(Nc1cccnc1)c1ccc(NC(=O)c2ccco2)cc1	0.55	-6	-0.2	-11	4	-0.7	9	-2	9
33	COc1ccc(NC(=O)CSc2nnc(-c3cccs3)n2C)cc1OC	0.086	-1	-0.3	0	5	1.5	-4	2	-9
34	CSc1nnc(-c2ccc(F)cc2)o1	1.6	3	-3.0	3	13	0.0	-8	2	-1
35	COc1ccc(-c2nnc3sc(COc4ccc(C)cc4)nn23)cc1	-0.039	-1	-1.9	-13	10	-0.3	6	0	1
36	Cc1c(C)c2cc(Cl)c(OCc3nn[nH]n3)cc2oc1=O	-0.13	1	-1.1	1	3	-0.2	-4	-4	1
37	COc1ccc(N(C)S(=O)(=O)c2cccc(C(=O)OC(C(=O)Nc3cc(C)cc(C)c3)c3ccccc3)c2)cc1 (stereo unspecified)	0.29	-4	5.1	-3	8	1.0	-3	5	-3
38	Cc1cccc2c(CCNC(=O)c3ccc([N+](=O)[O-])cc3)c[nH]c12	-1.8	-7	3.7	-5	8	2.7	5	6	-2
39	Cc1cc(C)nc(N(C#N)CC(=O)N(c2ccccc2)C(C)C)n1	-1.5	-2	-0.6	-21	6	0.0	/	-2	1
40	O=C(C1CCN(C2CC(=O)N(Cc3ccccc3)C2=O)CC1)N1CCCCCC1 (stereo unspecified)	0.3	2	-0.8	-15	19	-0.4	5	0	7
41	Cc1cc(=O)oc2cc(OC(=O)c3cncc(Br)c3)ccc12	-0.55	-12	-0.2	-85	-10	-0.2	-44	-14	69*
42	COc1cccc(C(=O)NC2CCN(CC(=O)NCc3ccccc3OC)CC2)c1	-0.7	-3	-0.2	-4	-1	-0.3	-38	-4	-21
43	CCOC(=O)C1(C)NC(c2cc(OC)c(OC)c(OC)c2)C2C(=O)N(CC)C(=O)C21 (stereo unspecified)	0.85	2	0.4	-1	3	-0.4	5	1	0
44	COc1ccc(C(c2nnnn2Cc2ccccc2)N2CCN(c3nc4ccccc4s3)CC2)cc1OC (stereo unspecified)	0.82	-2	-1.4	-7	8	-0.6	4	3	4
45	Cc1cc(-c2cccs2)c2c(n1)sc1c(=O)[nH]c(=O)[nH]c12	-0.048	4	-1.7	-23	18	0.4	2	3	5

Screens from PubChem BioAssay.
